# Source: PubChem BioAssay (several laboratories)
# core dimer inh – inhibitors of HCV core protein dimerization, primary screen, biochemical, TR-FRET, high-throughput | TR-FRET GST/Flag-core106 dimerization, 1536-well | inhibition, % at 5 µM | 0.33% of 300,000 active;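 active means inhibition above the mean of all tested compounds plus 3 SD, set per screening campaign, cut at about 45% in these data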
#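 System – GST-tagged and Flag-tagged HCV core protein residues 1-106 · Repeats – one well for each compound · Technique – TR-FRET 671 and 617 nm emission · Doses – one concentration, 5 µM, in 0.5% DMSO · Times – 4 h, 22.5 °C incubation · Also added – Eu donor and XL665 acceptor anti-tag antibodies · Measure – percent inhibition of core106 dimerization signal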
# Efflux pump inh – inhibitors of Candida efflux pumps in yeast, primary screen, S. cerevisiae, Nile Red, multiplex. S. cerevisiae Candida pump triplex. inhibition, % at 10 µM. 0.44% of 330,000 active;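 active means plate passing quality check with inhibition over a set limit, or well fluorescence over plate mean plus 4 SD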;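 further: Nile Red retained in pooled yeast measured as flow cytometry median fluorescence; 0% = buffer negative control and 100% = Enniatin B positive control; higher means more Nile Red kept so more efflux inhibition; some compounds called inactive have numbers as strong as hits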
# PP1 counter – PP1-alpha phosphatase inhibitors, primary screen, counter-screen for PP5 inhibitor project, biochemical, fluorescence, OMFP substrate, single point; purified PP1alpha; Serine/threonine-protein phosphatase PP1-alpha catalytic subunit (Homo sapiens), P62136; 0.9% of 320,000 active; inhibition, % at 6.7 µM;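 active means inhibition above the mean inhibition of all tested compounds plus 3 SD, computed separately for each screening campaign, cut at about 15% in these data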
# PP5 primary – PP5 phosphatase inhibitors, primary screen, biochemical, fluorescence | Serine/threonine-protein phosphatase 5 (Homo sapiens), P53041 | purified PP5c, OMFP substrate fluorescence | inhibition, % at 6.7 µM | 0.18% of 320,000 active | AID 1987, 2009;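 active means inhibition above the campaign's mean inhibition across all tested compounds plus 3 SD, cut at about 9.5% in these data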;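 further: 0% = DMSO only and 100% = 100 µM cantharidin control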
# Target sequence (P53041 whole entry, looked up): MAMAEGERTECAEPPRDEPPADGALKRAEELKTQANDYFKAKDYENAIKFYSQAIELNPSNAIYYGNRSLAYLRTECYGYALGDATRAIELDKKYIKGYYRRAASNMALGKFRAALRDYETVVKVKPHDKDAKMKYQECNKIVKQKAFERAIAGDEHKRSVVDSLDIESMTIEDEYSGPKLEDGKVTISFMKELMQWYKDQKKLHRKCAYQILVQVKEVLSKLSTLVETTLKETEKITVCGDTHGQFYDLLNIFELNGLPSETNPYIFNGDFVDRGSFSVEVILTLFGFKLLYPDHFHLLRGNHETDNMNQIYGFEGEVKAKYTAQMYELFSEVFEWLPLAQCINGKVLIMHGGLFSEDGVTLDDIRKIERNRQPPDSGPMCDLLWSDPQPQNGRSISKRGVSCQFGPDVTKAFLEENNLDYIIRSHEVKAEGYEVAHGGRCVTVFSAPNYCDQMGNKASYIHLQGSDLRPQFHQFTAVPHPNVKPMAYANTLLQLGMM
# JMJD2C inh – inhibitors of GASC-1 histone demethylase, primary screen, biochemical, fluorescence, DELFIA europium; 0.069% of 330,000 active; GST-JMJD2C(1-420) H3K9me3 demethylation; AID 2099, 2009; inhibition, % at 2.35 µM;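 active means more than half of a compound's replicate wells show inhibition beyond 50%, single wells judged on their own value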;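 further: signal counts dimethyl H3K9 product captured on neutravidin plate; 0% = median of DMSO wells and 100% = 0.3 times that DMSO median; strong numbers were not always called active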
# Target sequence (Q9H3R0 1-420 limits assumed): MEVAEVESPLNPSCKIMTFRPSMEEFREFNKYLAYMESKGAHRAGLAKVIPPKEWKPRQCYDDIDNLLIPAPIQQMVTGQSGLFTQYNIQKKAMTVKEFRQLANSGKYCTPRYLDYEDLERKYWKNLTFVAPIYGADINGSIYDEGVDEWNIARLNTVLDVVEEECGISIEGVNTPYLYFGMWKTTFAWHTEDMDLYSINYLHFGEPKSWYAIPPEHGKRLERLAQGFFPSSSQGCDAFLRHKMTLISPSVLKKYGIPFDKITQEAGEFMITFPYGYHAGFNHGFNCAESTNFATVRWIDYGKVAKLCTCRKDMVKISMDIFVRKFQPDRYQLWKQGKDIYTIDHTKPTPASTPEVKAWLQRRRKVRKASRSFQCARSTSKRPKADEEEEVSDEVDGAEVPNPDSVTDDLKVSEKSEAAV
# proCasp3 act – activators of human procaspase-3 D3A mutant, primary screen, biochemical, absorbance, PC-3 D3A mutant, single concentration. 0.11% of 330,000 active. activation, % at 8.5 µM. recombinant procaspase-3 D3A, Ac-DEVD-pNA absorbance 405 nm;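 active means activation above the mean of all tested compounds plus 3 SD, cut at about 21% in these data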;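 further: 0% = DMSO alone and 100% = DMSO wells spiked with extra 5 µM PC-3 D3A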
#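 Assay system: Procaspase-3 D3A mutant, all three cleavage aspartates alanine. Buffer or medium: Zinc-free HEPES saline buffer with Triton X-100. Times: 1 h compound preincubation, 2 h substrate hydrolysis at 25 °C. Measured by: 405 nm absorbance of p-nitroaniline, reads at 0 and 120 min. Read-out basis: percent activation relative to control range. Replicates: singlicate.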
# TPT1 inhibitor – Candida albicans TPT1 enzyme inhibitors, primary screen, biochemical, fluorescence polarization | inhibition, % at 5 µM | tRNA 2'-phosphotransferase TPT1 (Candida albicans SC5314) | recombinant caTPT1, FP RNA substrate dephosphorylation | 0.81% of 300,000 active | AID 1962, 2009;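 active means inhibition above the mean of all tested compounds plus 3 SD, set per screening campaign, cut at about 24% in these data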;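 further: plate controls were DMSO alone for no effect and ferristatin control at 100 nM for full effect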
# procasp7 counter – procaspase-7 activators, primary screen, counter-screen for procaspase-3 activator project, biochemical, absorbance, HTS, human | Caspase-7 (Homo sapiens), P55210 | recombinant procaspase-7, Ac-DEVD-pNA absorbance 405 nm; D23A/D198A/D206A triple mutant, cannot self-cleave; scale: DMSO 0, 5 µM enzyme 100 | activation, % at 8.5 µM | 0.093% of 330,000 active | AID 463210, 2010;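 active means percent activation above the screen-wide mean plus 3 SD, cut at about 25% in these data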
#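 Detection: p-Nitroaniline absorbance at 405 nm, read at 0 and 120 min; system: Uncleavable procaspase-7 mutant enzyme; evaluation: % activation from two-timepoint absorbance difference, scaled to controls; times: 1 h enzyme–compound preincubation and 2 h substrate reaction, both 25 °C; buffer or medium: Zinc-free HEPES pH 7.4 with 300 mM NaCl, 0.01% Triton X-100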
# Fh CTSL1 inh – Fasciola hepatica cathepsin L1 inhibitors, primary screen, counter-screen for PFM18AAP inhibitor project, biochemical, QFRET, fluorogenic peptide substrate; recombinant F. hepatica cathepsin L1, Z-Leu-Arg-MCA fluorescence; 0.49% of 300,000 active; inhibition, % at 5.96 µM;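 active means inhibition above the mean of all tested compounds plus 3 SD, set per screening campaign, cut at about 17% in these data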;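 further: 0% = plate median of test compound wells and 100% = 1 µM Z-Phe-Ala-diazomethylketone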
# An asterisk follows results filed as active; i = inactive; nt = no result given; & = joins results of further samples. The order is random; 2.9% or so of the library scored in one or more.
SMILES,core dimer inh,Efflux pump inh,PP1 counter,PP5 primary,JMJD2C inh,proCasp3 act,TPT1 inhibitor,procasp7 counter,Fh CTSL1 inh
CCN(CC)c1c2c(c(C#N)c3nc4ccccc4n13)CCC2,7,0.0,-1,2.1,3,4,-3,0,0
CCCOc1ccc(-c2nnc(N)s2)cc1,-5,-0.2,7,2.3,-5,-9,-2,-5,4
Cc1ccc(Nc2nc(N)nc(CSCCO)n2)cc1,-1,0.0,-3,4.3,3,-2,3,1,4
COc1ccc(OC)c(C(=O)c2coc3ccc(OCC(=O)O)cc23)c1,4,0.0,-3,-0.8,5,8,-1,-9,3
COC(=O)C1C(O)=C(C(C)=Nc2cccc3ccccc23)C(=O)CC1(C)C (stereo unspecified),-2,-0.1,-1,-0.6,2,8,3,-4,-4
COc1ccc2nc(SCC(=O)Nc3nonc3C)[nH]c2c1,-2,0.0,-3,-1.8,1,5,-2,-3,-1
COc1ccc(OC)c(N2C(N)=NC(N)=NC23CCCC3)c1,-7,0.1,2,4.0,1,0,-2,6,0
Cc1ccc(NC(=O)COc2ccc(-n3ccnc3)cc2)cc1Cl,0,0.4,12,3.2,-7,2,1,-12,2
CCNC(=O)COc1ccc(-c2ccccc2)cc1,-1,0.1,2,-0.8,-8,4,3,5,3
O=C1CC[C@H](N2C(=O)c3ccccc3C2=O)C(=O)N1,-2,0.0,0,1.1,-38,3,2,3,-1
CCOC(=O)c1ccc(COc2nc3ccccc3nc2-c2ccccc2NC(C)=O)o1,-4,0.2,-1,4.1,12,-5,4,-10,2
CC(C)OC(=O)c1c(NC(=O)c2ccco2)sc2c1CCCCC2,3,-0.1,-3,1.0,1,-1,0,-5,1
CCCCn1c(N)c(N(CC(C)C)C(=O)CCCc2cccs2)c(=O)[nH]c1=O,-4,0.1,1,-0.9,23,5,-4,4,-13
Cc1cc(C)n(-c2nc(NCCCO)c3c4c(sc3n2)CCCC4)n1,-7,0.0,-5,-4.3,11,-3,-5,-6,-5
COc1ccc(Br)cc1CNC(=O)c1ccc2c(c1)N(C)CCS2,8,-0.2,-1,0.8,68,-3,-2,1,-2
CCc1ccc(C(=O)CN2C(=O)NC(C)(CCc3ccccc3)C2=O)cc1 (stereo unspecified),-2,-0.3,2,5.1,-4,3,1,0,7
CN(C(=O)c1ccccc1Cl)c1ccccc1C(=O)NCCc1ccccc1,-3,-0.1,3,-0.2,38,5,-2,5,-3
CC(=O)c1ccc(OC(=O)CCNC(=O)c2ccccc2)cc1,nt,0.0,nt,nt,10,2,nt,2,nt
Cc1ccc(SCC(=O)Nc2ccccc2C(=O)O)cc1,-4,-0.1,5,1.0,-8,-2,-9,8,-2
COC(=O)c1ccc(-c2sc3nc(N4CCOCC4)c4c(c3c2N)CC(C)(C)OC4)o1,-13,-0.1,1,-1.5,34,-1,8,11,-1
C=CCn1cc(CN2CCC(C(=O)Nc3ccc(Oc4cccnc4)cc3)CC2)c(C)n1,-4,0.1,-3,1.8,-2,-5,-1,3,1
O=C(Cn1[nH]c(=O)c2ccccc2c1=O)OCC(=O)c1ccc(F)cc1,-6,-0.1,-1,0.8,-10,4,-1,1,-38
CCC(C)NC(=O)c1ccc2c(Cl)c3c(nc2c1)CCC3 (stereo unspecified),-3,-0.2,-3,-0.1,1,4,1,0,4
Cc1ccc(-n2c(Cn3nc(C(F)F)cc3C(F)F)n[nH]c2=S)cc1,1,-0.1,-3,0.9,2,-3,2,-2,-3
COC(=O)c1cccc(COC(=O)c2ccc(N(C)C)cc2)c1,-10,0.0,-1,1.0,0,-6,-2,8,3
CCn1c(=S)sc2c(=O)n(CC(=O)Nc3ccc(OC)cc3)c(C)nc21,-1,0.2,-2,-2.3,nt,5,-1,6,-1
Cc1nc(C)c(-c2csc(NCc3ccco3)n2)s1,-4,0.0,-1,2.1,-9,0,1,-2,-2
O=C(NCc1ccccc1)C1(c2cccc(F)c2)CCCC1,0,0.4,3,1.4,-11,-6,-2,3,-1
O=[N+]([O-])c1ccc(COc2cccc(CNc3ccc(Br)cc3)c2)cc1,3,0.0,8,2.2,-73,2,-2,-4,7
COc1ccccc1NC(=O)CSc1nnc(Cc2cc(=O)[nH]c(=O)[nH]2)n1-c1ccccc1,-1,0.0,-2,3.8,2,-5,-3,8,-6
CCOc1ccc(NC(=O)C(=O)N/N=C\c2ccc(CNS(=O)(=O)c3ccccc3)o2)cc1,-8,-0.1,-1,1.1,4,9,-4,-6,6
Cc1cc(N)n2ncc(-c3ccc(F)cc3)c2n1,-10,-0.1,0,3.2,9,-5,-1,3,-3
COc1ccccc1NC(=O)c1ccc(CSc2ncccn2)cc1,3,-0.1,0,-1.4,-4,-5,-2,-1,3
CCC(=O)NC(Nc1sc2c(c1C(=O)OC)CCN(C)C2)(C(F)(F)F)C(F)(F)F,4,0.0,-1,-2.1,1,-3,-2,-1,3
COc1ccc(-n2c3c(cc(C(=O)NCC(=O)c4ccccc4)c2=O)C(=O)CC(C)(C)C3)cc1,-1,-2.8,0,-0.9,-22,1,2,-2,3
COc1ccc(CCNC(=O)c2nnn(-c3ccccc3OC)c2N)cc1OC,-3,-0.2,0,1.3,-8,3,1,8,-2
O=C(c1ccc(COCC(F)(F)F)o1)N1CCCC1,-5,0.0,-1,-0.3,8,6,-3,1,-1
CCOc1cc(CNCc2ccccc2)ccc1OCc1ccc(Cl)cc1,2,0.2,3,3.2,-18,-12,-2,-3,3
COc1ccc(Nc2nc(Cl)c(C=O)s2)cc1,15,0.0,0,2.6,-8,-4,11,5,3
Cc1cnc(NC(=O)c2ccccn2)s1,0,-0.1,1,0.3,-19,-2,-1,7,-1
CCC1Oc2ccc(C)cc2N(CC(=O)N2CCOCC2)C1=O (stereo unspecified),-4,0.1,-2,3.7,3,4,4,11,-4
Cc1ccc(NC(=O)COC(=O)c2nn(-c3ccc(Cl)cc3)cc2O)cc1,nt,-0.1,nt,nt,-7,5,nt,12,nt
COc1ccc(N2CCN(C(=O)CN3C(=O)NC(C)(C4CC4)C3=O)CC2)cc1 (stereo unspecified),nt,0.2,-4,0.0,11,3,nt,18,nt
CC(C)N(Cc1ccccc1)C(=S)Nc1ccc(OC(F)F)cc1,1,-0.2,-1,5.5,-5,-16,2,-13,1
Cc1cc(Br)ccc1OCC(=O)NNC(=O)c1ccc(NC(=O)C2CC2)cc1,2,0.1,0,4.7,nt,0,2,-6,-21
O=C(NCC1CCCO1)C1CCCN(Cc2cnn(-c3ccccc3)c2-n2cccc2)C1 (stereo unspecified),1,0.0,1,1.6,-6&-3,-6,2,9,-2
CCOC(=O)c1c(O)c(Cl)c(C)[nH]c1=O,5,0.2,0,1.0,-8,-5,-4,-1,4
C/C=C/C=C\C(=O)Nc1cccc(C2=NOC3(C2)C[C@@H](C(N)=O)N(C(=O)c2cc([N+](=O)[O-])cc([N+](=O)[O-])c2)C3)c1 (stereo partly specified),29,0.0,6,4.1,i,-4,0,1,-2
CN1CCC(N(C)S(=O)(=O)c2ccc(F)cc2F)CC1,-4,0.0,-3,-1.4,5,0,3,-6,-1
CCCN(CC(=O)Nc1ccccc1OC)C(=O)c1cccc(S(=O)(=O)Nc2ccc(OC)cc2)c1,4,0.0,-4,2.4,5,-7,-2,0,-1
CC(=O)O/N=C/c1c(N2CCOCC2)n(C)c2ccccc12,1,-0.2,2,-2.4,13,-1,1,5,-27
COCCN(C(=O)COC(=O)/C=C/c1nc2ccccc2s1)c1c(N)n(Cc2ccccc2)c(=O)[nH]c1=O,-4,-0.1,-5,0.1,-2,4,3,6,-6
CC(C)(C)C(=O)Nc1ccccc1-c1nc2ccccc2[nH]c1=O,0,0.0,-3,-0.6,6,-1,-2,-5,-3
Cc1nc(-c2nc(-c3c(C(=O)NNC(=O)Nc4ccccc4)noc3C)cs2)cs1,-4,-0.1,4,0.2,-9,-1,-2,-2,0

# In the list so far, eight contain an NH in an aromatic ring:
SMILES,core dimer inh,Efflux pump inh,PP1 counter,PP5 primary,JMJD2C inh,proCasp3 act,TPT1 inhibitor,procasp7 counter,Fh CTSL1 inh
COc1ccc2nc(SCC(=O)Nc3nonc3C)[nH]c2c1,-2,0.0,-3,-1.8,1,5,-2,-3,-1
CCCCn1c(N)c(N(CC(C)C)C(=O)CCCc2cccs2)c(=O)[nH]c1=O,-4,0.1,1,-0.9,23,5,-4,4,-13
O=C(Cn1[nH]c(=O)c2ccccc2c1=O)OCC(=O)c1ccc(F)cc1,-6,-0.1,-1,0.8,-10,4,-1,1,-38
Cc1ccc(-n2c(Cn3nc(C(F)F)cc3C(F)F)n[nH]c2=S)cc1,1,-0.1,-3,0.9,2,-3,2,-2,-3
COc1ccccc1NC(=O)CSc1nnc(Cc2cc(=O)[nH]c(=O)[nH]2)n1-c1ccccc1,-1,0.0,-2,3.8,2,-5,-3,8,-6
CCOC(=O)c1c(O)c(Cl)c(C)[nH]c1=O,5,0.2,0,1.0,-8,-5,-4,-1,4
COCCN(C(=O)COC(=O)/C=C/c1nc2ccccc2s1)c1c(N)n(Cc2ccccc2)c(=O)[nH]c1=O,-4,-0.1,-5,0.1,-2,4,3,6,-6
CC(C)(C)C(=O)Nc1ccccc1-c1nc2ccccc2[nH]c1=O,0,0.0,-3,-0.6,6,-1,-2,-5,-3
